# PREPL inhibitor – PREPL enzyme inhibitors, primary screen, biochemical, fluorescence polarization; actives 0.68% (n = 320,000); Prolyl endopeptidase-like (Homo sapiens), Q4J6C6; inhibition, % at 5.96 µM; AID 2751, 2010; recombinant PREPL, fluorescence polarization activity-based probe; in the data active = inhibition above about 43%;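 note: 0% = enzyme with DMSO and 100% = wells lacking enzyme; many of its hits are not listed in these tables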
# Target sequence (Q4J6C6 whole entry, looked up): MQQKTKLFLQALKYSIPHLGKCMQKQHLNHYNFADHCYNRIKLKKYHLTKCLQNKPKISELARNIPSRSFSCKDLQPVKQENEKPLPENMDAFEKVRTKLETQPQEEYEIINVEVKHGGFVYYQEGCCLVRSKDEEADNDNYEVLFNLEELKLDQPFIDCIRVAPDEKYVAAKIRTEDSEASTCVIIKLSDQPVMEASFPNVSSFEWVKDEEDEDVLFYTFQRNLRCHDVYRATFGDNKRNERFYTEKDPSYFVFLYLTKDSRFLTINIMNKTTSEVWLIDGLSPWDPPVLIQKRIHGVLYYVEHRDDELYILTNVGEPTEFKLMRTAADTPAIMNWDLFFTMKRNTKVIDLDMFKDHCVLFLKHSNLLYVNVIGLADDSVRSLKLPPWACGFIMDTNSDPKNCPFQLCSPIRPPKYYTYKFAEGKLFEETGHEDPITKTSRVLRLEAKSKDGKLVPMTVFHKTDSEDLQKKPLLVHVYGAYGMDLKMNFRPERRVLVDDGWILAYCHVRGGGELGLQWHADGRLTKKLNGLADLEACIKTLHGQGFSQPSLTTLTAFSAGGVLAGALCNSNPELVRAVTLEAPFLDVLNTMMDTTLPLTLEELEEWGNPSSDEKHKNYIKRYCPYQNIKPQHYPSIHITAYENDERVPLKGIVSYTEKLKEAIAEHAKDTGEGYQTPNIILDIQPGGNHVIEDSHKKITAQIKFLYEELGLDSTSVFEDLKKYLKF
# core dimer inh – inhibitors of HCV core protein dimerization, primary screen, biochemical, TR-FRET, high-throughput. TR-FRET GST/Flag-core106 dimerization, 1536-well. inhibition, % at 5 µM. actives 0.33% (n = 300,000);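 active = inhibition above the mean of all tested compounds plus 3 SD, set per screening campaign, cut at about 45% in these data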
#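 System: GST/Flag-tagged HCV core106 proteins. Incubation: compound-protein-antibody incubation 4 h at 22.5 °C. Technique: HTRF with 340 nm excitation, 617/671 nm emission. Medium: KF-containing HEPES buffer, pH 7.45, DTT, CHAPS, BSA. Read-out: inhibition (%) from 671 over 617 nm ratio. Also added: Eu(K)-anti-GST 90 ng/mL plus XL665-anti-Flag 1 µg/mL.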
# Fh CTSL1 inh – Fasciola hepatica cathepsin L1 inhibitors, primary screen, counter-screen for PFM18AAP inhibitor project, biochemical, QFRET, fluorogenic peptide substrate. recombinant F. hepatica cathepsin L1, Z-Leu-Arg-MCA fluorescence. actives 0.49% (n = 300,000). inhibition, % at 5.96 µM;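 active = inhibition above the mean of all tested compounds plus 3 SD, set per screening campaign, cut at about 17% in these data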;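 note: 0% = plate median of test compound wells and 100% = 1 µM Z-Phe-Ala-diazomethylketone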
# PP5 inh – PP5 phosphatase inhibitors, primary screen, biochemical, fluorescence; purified PP5c, OMFP substrate fluorescence; inhibition, % at 6.7 µM; actives 0.18% (n = 320,000);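 active = inhibition above the campaign's mean inhibition across all tested compounds plus 3 SD, cut at about 9.5% in these data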;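 note: 0% = DMSO only and 100% = 100 µM cantharidin control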
# Efflux pump inh – inhibitors of Candida efflux pumps in yeast, primary screen, S. cerevisiae, Nile Red, multiplex; S. cerevisiae Candida pump triplex; inhibition, % at 10 µM; actives 0.44% (n = 330,000); AID 485275, 2010;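 active = plate passing quality check with inhibition over a set limit, or well fluorescence over plate mean plus 4 SD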;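 note: Nile Red retained in pooled yeast measured as flow cytometry median fluorescence; 0% = buffer negative control and 100% = Enniatin B positive control; higher means more Nile Red kept so more efflux inhibition; some compounds called inactive have numbers as strong as hits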
# PP1 counter – PP1-alpha phosphatase inhibitors, primary screen, counter-screen for PP5 inhibitor project, biochemical, fluorescence, OMFP substrate, single point; Serine/threonine-protein phosphatase PP1-alpha catalytic subunit (Homo sapiens), P62136; purified PP1alpha; inhibition, % at 6.7 µM; actives 0.9% (n = 320,000); AID 2235, 2010;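 active = inhibition above the mean inhibition of all tested compounds plus 3 SD, computed separately for each screening campaign, cut at about 15% in these data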
# TPT1 inhibitor – Candida albicans TPT1 enzyme inhibitors, primary screen, biochemical, fluorescence polarization | inhibition, % at 5 µM | recombinant caTPT1, FP RNA substrate dephosphorylation | actives 0.81% (n = 300,000) | tRNA 2'-phosphotransferase TPT1 (Candida albicans SC5314);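 active = inhibition above the mean of all tested compounds plus 3 SD, set per screening campaign, cut at about 24% in these data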;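 note: plate controls were DMSO alone for no effect and ferristatin control at 100 nM for full effect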
# GASC-1 inh – inhibitors of GASC-1 histone demethylase, primary screen, biochemical, fluorescence, DELFIA europium | Lysine-specific demethylase 4C (Homo sapiens), Q9H3R0 | GST-JMJD2C(1-420) H3K9me3 demethylation | inhibition, % at 2.35 µM | actives 0.069% (n = 330,000) | AID 2099, 2009;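 active = more than half of a compound's replicate wells show inhibition beyond 50%, single wells judged on their own value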;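 note: signal counts dimethyl H3K9 product captured on neutravidin plate; 0% = median of DMSO wells and 100% = 0.3 times that DMSO median; strong numbers were not always called active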
# Target sequence (Q9H3R0 1-420 limits assumed): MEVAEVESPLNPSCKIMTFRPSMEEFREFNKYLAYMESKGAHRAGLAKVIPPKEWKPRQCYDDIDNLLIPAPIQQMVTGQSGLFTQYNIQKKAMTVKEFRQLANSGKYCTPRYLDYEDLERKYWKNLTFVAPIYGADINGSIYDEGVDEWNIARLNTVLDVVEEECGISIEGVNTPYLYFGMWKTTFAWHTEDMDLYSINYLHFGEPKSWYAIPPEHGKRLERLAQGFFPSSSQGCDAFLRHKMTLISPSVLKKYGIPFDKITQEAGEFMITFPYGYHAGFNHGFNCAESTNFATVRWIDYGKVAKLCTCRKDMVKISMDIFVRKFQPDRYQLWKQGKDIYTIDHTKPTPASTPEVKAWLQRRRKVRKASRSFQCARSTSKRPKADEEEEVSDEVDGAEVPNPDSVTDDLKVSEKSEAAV
# LYPLA2 inh – LYPLA2 inhibitors, primary screen, counter-screen for PME1 inhibitor project, biochemical, fluorescence polarization, FP-Rh probe ABPP. Acyl-protein thioesterase 2 (Homo sapiens), O95372. recombinant LYPLA2. inhibition, % at 5.9 µM. actives 0.38% (n = 320,000). AID 2177, 2009;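 active = inhibition above the screen-wide mean plus 3 SD, limit set per campaign, cut at about 26% in these data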;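 note: 0% = LYPLA2 with DMSO and 100% = wells lacking LYPLA2 enzyme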
# * = called active by the depositor; . = no result given; & = joins results of further samples.
SMILES,PREPL inhibitor,core dimer inh,Fh CTSL1 inh,PP5 inh,Efflux pump inh,PP1 counter,TPT1 inhibitor,GASC-1 inh,LYPLA2 inh
O=c1cc2c(nn1Cc1ccccc1Cl)-c1ccccc1CC2,-14.1,-0.6,-0.2,0.0,0.2,1.1,-0.3,-39.5,6.2
CSCCC(NC(=O)c1ccccc1Cl)C(=O)N1CCN(c2ccccn2)CC1 (stereo not given),-3.5,1.4,-3.0,2.0,3.5,2.1,-0.1,2.8,4.2
CC(C)Oc1ccc(C(=O)Nc2ccc(S(=O)(=O)N3CCN(C)CC3)cc2)cc1,-1.2,-2.0,1.1,0.3,0.2,-0.3,3.4,5.5,6.4
O=C(NCCCN1CCOCC1)c1cc(-c2ccccc2F)no1,8.4,4.4,1.3,-1.5,0.0,-2.8,-5.1,-4.9,-2.6
COc1cccc(C(=O)NCCCNC(=O)c2ccccn2)c1,10.6,-6.3,-4.0,1.5,-0.1,1.6,-4.2,28.2,-0.2
Cn1c(CC(=O)c2ccc(Br)cc2)[n+](C)c2ccccc21,-0.7,-0.2,-3.3,0.5,0.0,-3.2,-0.6,22.7,0.3
O=C(Nc1ccc(Br)cc1)C1C2C=CC3(O2)C1C(=O)N(CCN1CCOCC1)C3C(=O)NC1CCCCC1 (stereo not given),33.8,8.1,-1.8,1.6,-0.1,-3.3,3.0,1.4,0.7
O=C(CCCc1nc2ccccc2s1)NCc1ccccc1F,-30.5,-2.3,-4.2,-0.7,0.1,-3.0,1.7,49.1,3.8
CCOc1ccc(OCC(=O)OCC(=O)NCC2CCCO2)cc1 (stereo not given),12.4,.,.,3.7,-0.2,-1.0,.,.,6.1
COCCn1c(Sc2ccccc2)nc2c1c(=O)[nH]c(=O)n2C,6.6,0.2,0.1,0.7,0.0,-1.4,-3.1,-13.9,4.3
Cc1cc(C)n(C(=O)CNC(=O)Cc2ccccc2)n1,-7.4,-7.0,-4.3,-0.7,0.0,0.1,-0.2,3.2,-1.6
O=C(NCc1ccco1)C(=O)NCC1OCCN1S(=O)(=O)c1ccc(Br)cc1 (stereo not given),-3.5,11.2,6.6,-0.9,-0.2,-1.0,-1.1,2.4,7.3
Cc1ccc(NC(=O)CCc2nnc(SCC(=O)Nc3ccccc3C)n2C)cc1Cl,6.3,3.7,10.5,5.2,0.0,4.6,-1.2,-0.1,-0.7
COc1ccc(Br)cc1CNC(=O)C1CCCN(S(C)(=O)=O)C1 (stereo not given),0.7,-0.1,1.2,0.7,0.1,-5.5,2.0,5.6&-1.3,-3.9
C/C(CCc1ccc2c(c1)OCO2)=N\NC(=O)c1ccc(C)cc1C,-2.9,-0.6,0.3,4.3,0.4,-0.6,0.3,4.8,-2.3
COc1ccccc1NC(=O)N1CCN(c2ccnc3cc(Cl)ccc23)CC1,-9.8,5.2,1.6,-0.4,-0.1,-5.3,0.6,4.8,4.2
Cc1ccc(-c2nc(CSc3nc4ccccc4c(=O)n3C)cs2)cc1,3.3,-3.6,0.6,1.6,0.0,-4.3,-0.4,-1.6,-1.8
COc1ccc(-n2ccnc2CN2CCCC(CO)(Cc3cccc(OC)c3)C2)cc1 (stereo not given),5.3,-6.4,5.2,4.4,0.2,3.6,2.7,125.2,2.1
COc1cccc(-c2nn3c(-c4cccc(C)c4)nnc3s2)c1,-7.2,10.7,-1.7,5.2,1.1,8.5,-2.1,-3.4,-1.8
O=C(COc1cccc(Cl)c1)Nc1ccccc1N1CCCCC1,8.3,-2.5,-0.1,0.6,-0.1,-0.2,-3.3,-12.2,2.1
O=C(c1ccc(S(=O)(=O)Cc2cc(F)ccc2F)c([N+](=O)[O-])c1)N1CCCCC1,19.0,2.2,0.7,-1.3,-4.2,-0.4,-3.9,5.9,5.2
CCOC(=O)c1ccc(COC(=O)CCc2nc(-c3ccccc3)c(-c3ccccc3)o2)cc1,-1.4,-1.4,0.5,4.4,0.0,4.9,2.0,9.3,2.5
COc1ccc(CNCc2c(C(=O)N(C)C)nc3ccc(Cl)cn23)c(OC)c1,7.4,1.1,1.8,2.5,0.0,-0.3,-1.4,2.5,3.3
O=C(N/N=C/c1ccc2c(c1)OCO2)c1ccc(Cl)cc1Cl,-10.2,1.4,-1.3,0.2,0.1,1.6,-1.6,-0.4,2.8
CCOc1cc(C#N)c(NC(=O)Cn2nnc3ccccc32)cc1OCC,18.5,-2.7,2.6,1.8,0.2,-2.5,2.2,12.7,9.3
Cc1cc(C)cc(N(CC(=O)NCC2CCCO2)S(=O)(=O)c2c(C)noc2C)c1 (stereo not given),-7.1,3.4,-1.4,1.4,0.1,-2.5,-3.8,6.2,0.2
CCOC(=O)CNC(=O)CSc1ncnc2c1cnn2-c1ccc(OC)cc1,-3.7,2.5,-1.2,-1.1,-0.1,0.8,-4.0,-2.4,4.8
Cc1ccc(C(=O)Nc2sc(C)c(C)c2C(=O)c2ccccc2)cc1,-0.5,2.0,7.7,-1.7,-0.3,-2.4,4.5,7.0,-6.1
O=C(COc1ccc2ccccc2c1Br)N1CCN(c2ccccn2)CC1,1.6,34.8,2.9,8.6,0.2,-4.5,3.3,0.5,0.8
COc1nccnc1NS(=O)(=O)c1ccc(NCc2ccccc2O)cc1,4.2,-0.9,-4.9,4.4,-0.1,-0.3,-2.5,-6.7,0.7
CCc1ccc(OCc2nnc(SCCN3CCOCC3)n2CC)cc1,16.4,-2.5,3.3,4.2,0.1,1.3,0.3,11.5,2.5
Cc1cc(C(=O)COC(=O)c2ccc(N)c([N+](=O)[O-])c2)c(C)n1Cc1ccc2c(c1)OCO2,8.8,9.5,-9.0,2.3,0.0,-1.6,-2.2,11.7,3.2
Cc1cccc(C(=O)Oc2ccc3ccc(O)cc3c2)c1,-8.2,7.7,-0.1,0.2,0.0,-5.6,-0.9,-7.1,9.7
CCN(CC)S(=O)(=O)c1ccc2c(c1)N(CC(=O)NCCCN1CC(C)CC(C)C1)C(=O)CO2 (stereo not given),5.5,-12.3,1.9,1.3,-0.1,-2.8,-2.0,-7.9,5.1
O=C(COC(=O)Cc1ccsc1)NC(c1ccccc1)c1ccccc1,-5.0,2.4,-7.9,6.3,0.2,3.8,-0.4,2.2,10.8
CC(=O)Nc1ccc(C(=O)Cn2nnc3ccccc3c2=O)cc1,3.5,0.0,-0.6,0.0,-0.3,-6.7,-0.9,26.8,4.3

# Two entries drawn at random from the list so far, as already listed:
SMILES,PREPL inhibitor,core dimer inh,Fh CTSL1 inh,PP5 inh,Efflux pump inh,PP1 counter,TPT1 inhibitor,GASC-1 inh,LYPLA2 inh
O=C(N/N=C/c1ccc2c(c1)OCO2)c1ccc(Cl)cc1Cl,-10.2,1.4,-1.3,0.2,0.1,1.6,-1.6,-0.4,2.8
COc1ccc(CNCc2c(C(=O)N(C)C)nc3ccc(Cl)cn23)c(OC)c1,7.4,1.1,1.8,2.5,0.0,-0.3,-1.4,2.5,3.3

# Further compounds:
SMILES,PREPL inhibitor,core dimer inh,Fh CTSL1 inh,PP5 inh,Efflux pump inh,PP1 counter,TPT1 inhibitor,GASC-1 inh,LYPLA2 inh
COCC(C)NCc1cc(Br)ccc1OC (stereo not given),2.9,12.0,0.7,-0.5,0.3,-5.8,1.7,-32.9,-3.6
O=C(Nc1ccc(O)cc1)/C(=C\c1ccncc1)NC(=O)c1ccccc1,4.6,-5.8,-1.1,3.5,0.2,-0.5,-0.3,3.0,0.6
COc1ccc(-c2[nH]ncc2CN(C)C(C)c2ccncn2)c(F)c1 (stereo not given),1.1,0.2,-1.5,-2.4,0.1,-2.0,-0.8,-6.3,2.2
CCOC(=O)CNC(=S)N(Cc1cccs1)C1CCCC1,3.4,2.1,-2.9,0.1,0.1,-2.6,-3.3,-3.9,2.6
COc1ccc(CN2CC(=O)N3[C@H]4c5ccc(OC)cc5OC[C@@H]4[C@H](c4ccccc4)[C@]3(C)C2=O)cc1,3.6,.,.,3.0,0.3,2.4,.,4.2,1.1
COC(=O)CNC(=O)c1nn(-c2cccc(OC)c2)c(=O)c2ccccc12,0.0,1.9,-2.8,0.8,0.0,-5.9,-4.9,.,4.8
CCOC(CCn1c(SCc2ccc([N+](=O)[O-])cc2)nc2ccccc2c1=O)OCC,11.9,-5.3,-1.7,0.6,0.5,7.5,-0.1,1.9,-7.0
COCCCNC(=O)CCS(=O)(=O)Cc1ccc(C)cc1,3.0,-1.2,-3.4,-1.5,-0.1,-0.5,-2.1,-4.7,-0.9
CCOc1ccc(S(=O)(=O)N2CCCCCC2)cc1,-1.4,1.3,-12.4,3.6,9.8*,-0.7,-2.0,-17.9,-2.0
CCN(CC(=O)Nc1ccc2c(c1)OCCO2)C(=O)/C=C/c1cccc(OC)c1OC,6.5,-1.3,4.7,-1.6,0.2,-1.3,1.1,-21.0,-5.8
O/N=C/c1nc2cc(Cl)ccc2o1,20.7,2.7,-9.2,-1.8,0.3,0.5,-2.6,39.7,-5.0
Cc1ccc(-c2n[nH]c3c2CCC3)cc1,-29.5,-5.5,-2.0,3.0,-0.2,-0.6,-0.1,0.6,2.0
O=c1c(-c2ccc(Br)cc2)[n+]([O-])c2ccccc2n1OCc1ccccn1,15.6,-2.2,2.5,-1.2,0.0,-2.5,-2.7,7.2,3.2
CCN(CC)C(=O)COc1ccc2oc(C)c(C(=O)OC(C)C)c2c1,4.7,-1.9,0.7,2.7,0.1,-2.3,4.1,-22.5,5.1
CC1CCCC(C)N1CCNC(=O)Nc1ccc(Cl)cc1 (stereo not given),20.4,-5.5,-4.2,2.6,0.2,-1.2,-2.4,20.8,-0.8
Cc1cc(C)n(/C(=C\N(C)C)C(=O)c2ccc(Cl)cc2)n1,2.5,2.0,5.7,0.0,-0.2,-5.0,0.2,8.6,-1.9
Cc1ccc(C(=O)N/N=C2\CCc3ccccc32)c(C)c1,6.8,0.0,-2.8,2.1,1.9,0.4,1.6,3.4,3.8
CNC(=O)/C(C#N)=C/c1ccc(-c2ccc(OC)cc2[N+](=O)[O-])o1,-2.5,0.9,0.9,2.0,-0.1,8.4,-3.6,7.5,3.3
CC1CCc2ccccc2N1C(=N)N(C)C (stereo not given),-4.1,0.4,-1.3,-1.8,0.0,-1.4,8.2,-4.8,2.3
Cc1cccc(NC(=O)CSc2nc(N)c(NC(=O)c3ccccc3F)c(=O)[nH]2)c1,20.7,-1.9,-0.1,1.3,-0.1,-7.2,-1.5,4.7,5.0
COc1cccc(CN2CC(C(=O)NCc3cnn(C)c3)CCC2=O)c1 (stereo not given),6.6,-3.4,0.3,0.1,1.3,-1.0,-2.8,2.4,0.3
CCn1cnc2cc(NCc3ccc(OC)cc3)ccc21,14.4,-8.6,-1.5,2.2,0.9,-6.8,1.7,-4.9,-0.8
CCOC(=O)c1cccc(NC(=O)CN2C(=O)C3C4C=CC(C4)C3C2=O)c1 (stereo not given),0.1,-3.6,1.8,-1.2,-0.1,-1.4,-4.6,-2.3,-1.5

# Compound activity as filed in PubChem BioAssay.

# Some of the compounds tested; count on the stated rates, not on these rows.
